Screening data: PubChem BioAssay, NCI
NCI-60 one-dose screen, 48 h, at 10 µM unless noted. Numbers give growth in % (100 = growth as untreated, 0 = no growth, -100 = all killed).
A549/ATCC: A549/ATCC NSCLC | actives 3.7% (n = 81,000)
LOX IMVI: LOX IMVI melanoma. actives 7.4% (n = 79,000)
CCRF-CEM: CCRF-CEM leukemia; actives 7% (n = 77,000)
HOP-92: HOP-92 NSCLC cells; actives 6.3% (n = 71,000); AID 1794738
SK-MEL-5: SK-MEL-5 melanoma | actives 6.4% (n = 80,000) | AID 1794755
M14: M14 melanoma; actives 6.2% (n = 80,000)
EKVX: EKVX NSCLC. actives 3% (n = 71,000). AID 1794765
HOP-62: HOP-62 NSCLC. actives 3.9% (n = 80,000)
An asterisk follows results filed as active; / = not tested or not shown; & = joins results of further samples. How the source made its calls: active means growth percent below 10; inactive means the rest. Compounds as they come; overall some 12% were active at least once.

SMILES	A549/ATCC	LOX IMVI	CCRF-CEM	HOP-92	SK-MEL-5	M14	EKVX	HOP-62
COC(=O)CC(CNC(=O)Nc1ccc(Cl)cc1Cl)C(=O)OC (stereo not drawn)	99	102	95	101	102	94	99	95
CSc1nc(NCCCNc2ccnc3cc(Cl)ccc23)cc(-c2ccccc2)n1	74	31	47	33	53	-42*	/	81
CC[C@]12C=CCN3CC[C@]4(C(=C(C(=O)OC)C1)Nc1cc(OC)c([C@@H]5[C@H]6O[C@H]6[C@@]6(CC)CC(C(=O)OC)=C7Nc8cc(OC)ccc8[C@@]78CCN5[C@@H]68)cc14)[C@@H]32	70	16	31	62	28	60	52	74
C[C@@]1(F)[C@H](O)[C@@H](CO)O[C@@H]1n1ncc(=O)[nH]c1=O	90	96	105	91	99	98	94	92
COc1ccc(C/C(C)=C(\c2ccc(Cl)cc2)c2ccc(OCCCN(C)C)cc2)cc1	69	73	57	53	78	49	94	93
Cc1ccc(C(O)(c2ccccc2)c2ccc(C)cc2)cc1	100	92	96	95	97	105	84	94
O=C(/C=C/c1cc(-c2ccc3c(c2)OCO3)n[nH]1)c1ccc2c(c1)OCO2	91	88	73	78	98	100	/	97
COc1ccc(C2=NN(C(C)=O)C(c3c(C)nn(-c4ccccc4)c3N3CCOCC3)C2)cc1 (stereo not drawn)	85	98	95	87	98	95	88	88
O=S(=O)(NN=C(c1ccccc1)c1ccccc1)c1ccccc1	101	98	94	75	101	101	/	/
O=S(=O)(NCCCNc1nccc(-c2c(-c3ccc(F)c(O)c3)nc3sccn23)n1)c1ccc(Cl)cc1	77	46	35	74	47	18	101	97
COc1ccc(C=Nc2ccc(NC(C)=O)cc2)cc1OC	101	97	100	91	97	103	/	100
COc1cc(C(N)CCc2ccc3c(c2)OCO3)cc(OC)c1OC (stereo not drawn)	84	92	101	58	99	100	97	85
Nc1cccc(S(=O)(=O)Nc2ccccc2)c1	77	101	107	86	104	109	103	99
COc1cc(C2=NN(C(C)=O)C(c3sc(N(C)Cc4ccccc4)nc3Cl)C2)cc(OC)c1OC (stereo not drawn)	81	84	95	79	85	105	75	85
COc1ccc2nccc(/C=C/c3ccnc4ccc(OC)cc34)c2c1	66	106	60	/	116	110	105	114

5 neighbouring compounds out of the list so far, for reference:
SMILES	A549/ATCC	LOX IMVI	CCRF-CEM	HOP-92	SK-MEL-5	M14	EKVX	HOP-62
COc1ccc(C=Nc2ccc(NC(C)=O)cc2)cc1OC	101	97	100	91	97	103	/	100
COc1cc(C(N)CCc2ccc3c(c2)OCO3)cc(OC)c1OC (stereo not drawn)	84	92	101	58	99	100	97	85
Nc1cccc(S(=O)(=O)Nc2ccccc2)c1	77	101	107	86	104	109	103	99
COc1cc(C2=NN(C(C)=O)C(c3sc(N(C)Cc4ccccc4)nc3Cl)C2)cc(OC)c1OC (stereo not drawn)	81	84	95	79	85	105	75	85
COc1ccc2nccc(/C=C/c3ccnc4ccc(OC)cc34)c2c1	66	106	60	/	116	110	105	114

Additional compounds follow:
SMILES	A549/ATCC	LOX IMVI	CCRF-CEM	HOP-92	SK-MEL-5	M14	EKVX	HOP-62
C#CC/C(C(=O)OC)=C1\CC[C@@H](C)O1	101	103	104	104	107	108	107	103
CN1CCN(c2ccc3nc(-c4ccc5nc(-c6ccc(OCCC(C)(C)C)cc6)[nH]c5c4)[nH]c3c2)CC1	-45*	-74*	-50*	70	80	-11*	53	21
O=C1c2nccnc2C(=O)N1c1ccc([N+](=O)[O-])cc1[N+](=O)[O-]	110	102	96	128	112	100	111	99
Nc1c(Br)cc2c(c1Br)Cc1cc([N+](=O)[O-])ccc1-2	87	102	96	85	91	111	55	90
COc1cccc2cc(-c3cc(-c4ccc(-c5cc(-c6cc7cccc(OC)c7oc6=O)nc(-c6cc7cccc(OC)c7oc6=O)c5)cc4)cc(-c4cc5cccc(OC)c5oc4=O)n3)c(=O)oc12	107	104	90	139	109	82	115	110
O=C(CCc1ccc(Cl)cc1)c1ccccc1	103	103	85	89	109	105	114	98
CCc1c(C)c2cc3[nH]c(=O)oc3c(C)c2oc1=O	97	79	80	52	89	102	71	91
Cc1nn(-c2ccccc2)c(Cl)c1/C=N/NC(=O)Cn1c(=O)sc2ccccc21	106	97	114	110	100	104	99	100
O=C(Nc1cccc(-n2cc(-c3ccncc3)c(-c3ccc(Cl)c(O)c3)n2)c1)Nc1ccc(Cl)c(Cl)c1	4.5*	22	14	-20*	-40*	17	/	34
Nc1ncc(-c2ccc3ncnc(-n4cnc5cc(F)c(F)cc54)c3c2)cn1	86	79	81	51	88	81	80	89
CCn1cc(C(=O)NN=C2CCN(C)CC2)c(=O)c2ccc(C)nc21	92	100	101	95	102	102	103	97
O=C1CSC(c2cc3ccccc3[nH]c2=O)N1Cc1ccc2c(c1)OCO2 (stereo not drawn)	101	98	110	95	109	107	108	117
CCCCCCCCCCn1cc[n+](C)c1	33	24	111	52	-33*	25	/	38
Clc1ccc(CNc2ncnc3[nH]ncc23)cc1Cl	72	76	81	/	78	100	70	73
CNCCC=C1c2ccccc2CCc2ccccc21	92&89	100&80	91&88	61&44	85&92	92&74	102&78	96&101

One compound at a time, from the list above. Order of values: A549/ATCC, LOX IMVI, CCRF-CEM, HOP-92, SK-MEL-5, M14, EKVX, HOP-62
`CCCCCCCCCCn1cc[n+](C)c1` as listed: 33, 24, 111, 52, -33*, 25, /, 38
`CNCCC=C1c2ccccc2CCc2ccccc21` as listed: 92&89, 100&80, 91&88, 61&44, 85&92, 92&74, 102&78, 96&101

Laid out differently: results already given.
Structure | A549/ATCC | LOX IMVI | CCRF-CEM | HOP-92 | SK-MEL-5 | M14 | EKVX | HOP-62
CCn1cc(C(=O)NN=C2CCN(C)CC2)c(=O)c2ccc(C)nc21 | 92 | 100 | 101 | 95 | 102 | 102 | 103 | 97
COc1cccc2cc(-c3cc(-c4ccc(-c5cc(-c6cc7cccc(OC)c7oc6=O)nc(-c6cc7cccc(OC)c7oc6=O)c5)cc4)cc(-c4cc5cccc(OC)c5oc4=O)n3)c(=O)oc12 | 107 | 104 | 90 | 139 | 109 | 82 | 115 | 110

(continued)
SMILES	A549/ATCC	LOX IMVI	CCRF-CEM	HOP-92	SK-MEL-5	M14	EKVX	HOP-62
O/N=C/c1ccc(Cl)cc1	94	98	98	/	101	100	/	99
C=C1CC[C@@H]2[C@]3(C)COC(c4ccccc4)O[C@@H]3CC[C@@]2(C)[C@@H]1C/C=C1/C(=O)OCC1OC(C)=O (stereo partly drawn)	9.5*	-100*	-29*	-36*	-45*	-87*	22	-28*
Cc1ccc2c(N)c(C(=O)c3ccc(Cl)cc3)sc2n1	88	79	95	55	94	92	/	100
N#Cc1c(N)nc(-c2ncccn2)nc1-c1c[nH]c2ccccc12	106	96	96	76	86	105	90	81
NNC(=O)C(=O)NN	105	98	99	/	102	108	/	113
Cc1ccc(S(=O)(=O)NCCCNc2nccc(-n3ccc4cccnc43)n2)cc1	102	96	102	101	99	103	88	108
CS(=O)(=O)c1cccc(Nc2ncc3cc(-c4ccccc4Cl)ccc3n2)c1	14	-7.0*	9.2*	-1.1*	-49*	5.9*	24	15
O=[N+]([O-])c1cccc(C2N=C(N3CCOCC3)Nc3c2sc2ccc(Cl)cc32)c1 (stereo not drawn)	101	97	103	90	96	101	84	90
CCCOc1ccc([N+](=O)[O-])cc1N	97	99	94	116	105	106	/	93
O=C(CN1C(=O)CSC1=O)Nc1ccc(C(=O)/C=C/c2cc3ccccc3nc2Cl)cc1	78	38	45	94	34	84	72	98
Nc1nonc1-n1nncc1-c1cccnc1	95	98	106	100	106	104	/	110
c1ccc2oc(-c3cnc4nonc4n3)cc2c1	96	95	96	/	98	106	71	85
O=S(=O)(c1ccccc1)c1ccccc1Br	98	102	101	97	93	94	/	94
COc1cccc(-c2nc3sccn3c2-c2ccnc(NCCNS(=O)(=O)c3cccc4ccccc34)n2)c1	89	97	80	88	85	106	/	105
COc1cc(C=C2C(=O)N(C)C(=O)N(C)C2=O)cc(CN2CCCCC2)c1O	100	99	109	101	100	102	104	93
COc1cc2ncnc(Nc3ccc4c(cnn4C(=O)Nc4ccc(C)c(Cl)c4)c3)c2cc1OC	69	107	91	98	97	99	53	/
COc1cc(C(=O)N(C(C)C)C2CCCCC2)cc(OC)c1OC	97	95	95	/	/	132	144	93
COc1ccc(C2c3c(c4ccccc4n(C)c3=O)Oc3ncn4nc(-c5ccco5)nc4c32)cc1 (stereo not drawn)	104	99	101	93	102	97	103	92
NS(=O)(=O)c1ccc(NC(=O)/C(=C\c2ccc(Cl)cc2)NC(=O)c2ccccc2)cc1	101	97	107	99	100	102	100	92
CC(=O)[C@@H]1CC[C@@H](C)c2ccc(C)nc2C1	97	/	102	100	101	106	101	105
Cc1cc2c(s1)CCCC1CC(=O)N(CN3CCN(C)CC3)N=C21 (stereo not drawn)	94	105	112	88	105	93	82	113
O=C(c1ccccc1)C(c1ccccc1)(c1ccccc1)c1ccccc1	91&108	22&97	87&101	90	102&104	76&97	/	94&105
Cc1nc(/N=C(N)/N=C(\N)c2cccc(Br)c2)sc1C	57	43	34	88	70	47	60	50
C/C=C(\C)C(C(=O)NC1CCCCC1)N(C(=O)C1CCc2cc(F)ccc2O1)c1ccc(Br)cc1 (stereo not drawn)	90	93	95	113	96	93	99	84
CC(CO)Cc1ccc(C(C)(C)C)cc1 (stereo not drawn)	92	95	118	110	103	98	100	126
CC(O)CN1CCCCC1 (stereo not drawn)	105	101	/	111	105	105	105	122
Clc1ccc(OCC2CO2)c(Cl)c1 (stereo not drawn)	101	99	77	75	102	107	113	102
OCCCN1CCN(CCCO)CC1	87	103	102	103	110	100	119	102
COc1ccc(-c2n/c(=C\c3c(O)[nH]c4ccccc34)cc3c2=Nc2ccccc2-3)cc1	37	2.5*	/	42	70	4.0*	72	86
O=C(Nc1ccc(Cl)cc1)NC1CCCCC1	94	95	107	105	95	98	99	107
Oc1ccccc1-c1nnc(CNc2ccc(Cl)cc2)o1	21	7.7*	12	52	/	11	39	26
O=C1CCN=C2C(F)=CC=CN12	87	98	138	113	108	105	103	97
C[C@@H]1N=C(c2ccccc2)Nc2nc3ccccn3c2C1=O	103	84	104	76	99	100	/	102
CN(C)c1ccc(N=Nc2ccc3ncccc3c2)cc1	91	119	43	82	97	102	100	97
COc1ccc(-c2ccn(CCC(=O)O)n2)cc1OC1CCCC1	101	96	110	81	94	104	89	91
CC(=O)N1CCN(C(=O)Cn2c(-c3ccccc3)csc2=N)CC1	96	94	103	75	90	97	/	85
Cc1cc(C)n(C(=O)CSc2nc3sc4c(c3c(=O)n2-c2ccccc2)CCCCC4)n1	98	99	95	95	93	113	97	96
Clc1ccc2c(c1)-c1ccccc1C1=NCCN12	13	12	28	59	20	38	51	46
O=C(CCCl)Oc1ccc(Br)cc1	106	98	99	/	109	105	/	100
O=C1CSC(=Nc2ccc(Cl)c(C(F)(F)F)c2)N1	98	91	100	84	93	99	32	96
O=C1/C(=C\c2cn(-c3ccccc3)nc2-c2cccc([N+](=O)[O-])c2)CCc2ccccc21	101	86	100	/	97	112	94	104
Cn1c2ccc(F)cc2c2n[nH]c(=O)nc21	103	97	101	87	94	97	/	94
C[n+]1cccc(NC(=O)c2ccc3ccc4ccc(C(=O)Nc5ccc[n+](C)c5)nc4c3n2)c1	-3.4*	65	71	58	2.0*	54	68	21
Cn1c2c(c3ccccc31)CCN1C(=O)Nc3ccccc3C21 (stereo not drawn)	89	94	/	74	93	100	95	76
O=C(O)/C(O)=C(/O)C(=O)O	106	92	95	98	103	104	109	111
O=c1[nH]c(=S)[nH]c(=S)[nH]1	100	103	104	97	103	100	96	100
Cc1cccnc1NC(=O)c1csnn1	105	102	102	86	96	107	75	103
CCCCCCCCCCC(CN(CC)CC)C(O)c1ccccc1 (stereo not drawn)	55	-82*	4.4*	-1.6*	-94*	-44*	42	53
COc1ccc(/C=N/NC(=O)Cn2c(C(C)C)nc3ccccc32)cc1	98	106	94	78	97	99	104	101
O=C(/C=C/c1c[nH]c2ccc(Br)cc12)c1ccccc1	84	70	/	64	109	99	79	99
O=C(CN(c1ccc(F)cc1)S(=O)(=O)c1ccc(Cl)cc1)Nc1ccc(S(=O)(=O)N2CCC(N3CCCC3)CC2)cc1	67	88	85	89	99	86	98	74
O=C1c2ccccc2C(=O)N1CNc1ccc(Cl)cn1	104	97	94	89	109	110	111	103
CC1=C(SCCC(=O)N2CCNCCNCCNCC2)C(=O)c2ccccc2C1=O	109	72	111	107	58	95	86	112
COc1cccc2nc(Nc3ccc(F)c(NC(=O)c4ccc(CN5CCN(C)CC5)c(C(F)(F)F)c4)c3)ccc12	19	-100*	-3.0*	-23*	-95*	-12*	13	-36*
O=C(Nc1cccc2cccnc12)c1cc(C(=O)c2ccc(Cl)cc2)n2ccccc12	97	87	110	80	92	100	104	76
CCN(CC)CCC(C(=O)O)(c1ccccc1)C1(O)CCCCCC1 (stereo not drawn)	93	104	107	77	99	95	112	85
COc1ccc(-c2nnc(SCC(=O)Nc3nc(-c4ccccc4)cs3)o2)cc1	85	97	87	92	109	94	98	81
O=c1cc(-n2nncc2Cn2c3ccccc3c3ccccc32)c2ccccc2[nH]1	100	96	100	70	95	101	90	81
O=C(c1nc2ccccc2[nH]1)C1C(c2ccc(C(F)(F)F)cc2)C2CSCN2[C@@]12C(=O)Nc1ccccc12 (stereo partly drawn)	97	89	95	109	94	83	87	90
CCCCC(O)Cn1ncc(C(=O)OCC)c1NC(=O)NCc1ccccc1C(F)(F)F (stereo not drawn)	89	98	104	85	96	95	101	93
CCOC(=O)NC(C(=O)OCC)C(OCC)OCC (stereo not drawn)	94	95	99	83	115	86	102	112

An excerpt from above, limited to HOP-62, HOP-92 and SK-MEL-5.
mol	HOP-62	HOP-92	SK-MEL-5
COc1ccc(/C=N/NC(=O)Cn2c(C(C)C)nc3ccccc32)cc1	101	78	97
O=C1c2ccccc2C(=O)N1CNc1ccc(Cl)cn1	103	89	109
